TROY NFkB inh = inhibitors of TROY-dependent NF-kB signaling | hit rate 0.98% among 360,000 | inhibition, % at 10 µM | Q293 LMP1-TROYcd NF-kB luciferase reporter, 4 h;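 active = compounds whose plate-normalised and pattern-corrected inhibition of the luciferase reporter signal at the single screening dose is 50% or more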
NCOA2 inhibitor = human SRC2 (NCOA2) inhibition. HEK293 GAL4-SRC2 luciferase reporter, luminescence. hit rate 0.17% among 370,000. inhibition, % at 9 µM;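 active = inhibition above the mean inhibition of all tested compounds plus 3 SD, set per campaign, cut at about 52% in these data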;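 also: 0% = DMSO treated cells and 100% = cells given Gossypol at 36 µM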
TLR9-MyD88 block = TLR9-MyD88 interaction inhibition; Q9NR96+Q99836; CHO BLA complementation TLR9-MyD88, CCF4 FRET ratio; inhibition, % at 4.98 µM; hit rate 0.21% among 340,000;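 active = inhibition above the mean over all tested compounds plus 3 SD, cut at about 21% in these data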;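 also: 0% = DMSO only wells and 100% = clavulanate BLA inhibitor control wells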
SRC1 inh = inhibitors of human steroid receptor coactivator 1 (SRC1) | hit rate 0.12% among 360,000 | Q15788 | HEK293 GAL4-SRC1 luciferase reporter, luminescence | inhibition, % at 3.6 µM;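 active = inhibition above the campaign mean plus 3 SD, with each screening campaign given its own cutoff, cut at about 60% in these data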;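 also: 0% = DMSO treated cells and 100% = gossypol at 36 µM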
SRC3 inh = inhibits human SRC3 coactivator | hit rate 0.17% among 360,000 | Q9Y6Q9 | HEK293 GAL4-SRC3 luciferase reporter, luminescence | inhibition, % at 3.6 µM;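 active = inhibition above a per-campaign cutoff, the mean of all compounds plus 3 SD, cut at about 60% in these data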;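 also: 0% = DMSO-treated cells and 100% = gossypol-treated cells at 36 µM; higher means less SRC3-driven luciferase light from the GAL4 reporter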
TWEAK Fn14 block = TWEAK-Fn14 signaling inhibition; hit rate 2% among 360,000; TWEAK-stimulated Fn14 reporter cells, luciferase luminescence, 8 h; inhibition, % at 10 µM; in the data active = inhibition above about 50%
ABHD5 PLIN5 PPI = ABHD5-PLIN5 protein interaction inhibition. inhibition, % at 4 µM. Split G. princeps luciferase complementation, luminescence, 4 h. Q00G26+Q8WTS1. hit rate 0.78% among 360,000;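 active = inhibition above the mean inhibition across every tested compound plus 3 SD, cut at about 22% in these data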;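 also: 0% = DMSO only wells and the 100% control is not disclosed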
COUP-TFII inh = NR2F2 (human) inhibition, primary screen. HEK293T NGFI-A luciferase reporter, luminescence. inhibition, % at 8.6 µM. hit rate 0.7% among 370,000. AID 686940;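 active = inhibition above a per-plate cutoff, mean inhibition of test wells between control levels plus 3 SD, cut at about 38% in these data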;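 also: cells cotransfected with COUP-TFII expression vector driving the NGFI-A reporter; 0% = median of COUP-TF2 test wells and 100% = reporter-only cells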
NR5A2 inv ag = suppresses constitutive activity of human LRH-1; O00482; HEK293T StAR-luciferase reporter, LRH-1 transfected, 24 h; inhibition, % at 3.6 µM; hit rate 0.13% among 360,000; AID 602396;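 active = inhibition above the mean inhibition of all tested compounds plus 3 SD, cut at about 73% in these data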;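 also: 0% = DMSO wells and 100% = reporter-only cells lacking LRH-1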
Exocytosis inh = lytic granule exocytosis inhibition; TALL-104 LAMP-1 surface exposure, flow cytometry; cells stimulated with thapsigargin and PMA; inhibition, % at 10 µM; hit rate 0.66% among 360,000;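 active = inhibition above about 55%, limit read from the data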
NOD2 RIPK2 PPI = blocks binding of human NOD2 to RIPK2. O43353. CHO BLA complementation NOD2-RIPK2, CCF4 ratio. inhibition, % at 4.98 µM. hit rate 0.38% among 360,000. AID 624267; in the data active = inhibition above about 21%;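 also: 0% = vehicle only and 100% = reference blocker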
* = called active by the depositor; nt = no result given.

SMILES	TROY NFkB inh	NCOA2 inhibitor	TLR9-MyD88 block	SRC1 inh	SRC3 inh	TWEAK Fn14 block	ABHD5 PLIN5 PPI	COUP-TFII inh	NR5A2 inv ag	Exocytosis inh	NOD2 RIPK2 PPI
Cc1ccc(/C=C/C(=O)N2CCC(Cc3ccccc3)CC2)cc1	-21	-20	-2	1	12	-15	-1	18	16	1	0
CCOC(=O)C1=C(c2ccccc2)Nc2ncnn2C1c1ccc(O)cc1 (stereo not given)	5	-44	2	-2	11	-14	0	-2	8	-6	0
O=C(c1ccco1)N1CCN(S(=O)(=O)c2cccc(C(F)(F)F)c2)CC1	8	17	-1	-9	7	-8	-10	4	-17	-4	-10
Cc1ccc2nc(SCC(=O)NCC3CCCO3)c(C#N)cc2c1 (stereo not given)	25	-27	0	-7	15	3	7	-6	-16	1	-7
CSc1nnc(C)c(/C=C/Nc2ccc(F)cc2F)n1	-14	10	10	-6	17	5	1	17	8	2	-16
CN1CCN(c2nc(-c3ccccc3)ncc2S(=O)(=O)c2ccccc2)CC1	-12	1	6	11	7	4	5	-5	-9	-1	6
CCOC(=O)C1(C)CCN1C(=O)c1ccc(OC)cc1OC (stereo not given)	-17	3	nt	-14	-18	5	10	-12	8	-2	-4
c1ccc(C2=Nn3c(nnc3-c3n[nH]c4c3CCC4)SC2)cc1	-16	-42	-6	-6	11	41	1	-84	41	-6	0
O=C(C[C@H]1C/C=C\C[C@H](NC(=O)OCC2c3ccccc3-c3ccccc32)C(=O)OC[C@H](Cc2ccccc2)NC1=O)N[C@H](CO)Cc1ccccc1	-11	1	-1	-1	-15	-17	-1	-1	-10	-3	7
CCn1c(SCC(=O)Nc2nc(C)cs2)nnc1-c1ccco1	-11	-4	6	-7	10	8	-2	5	7	0	-3
Cc1ccccc1N1C(=O)CC(N2CCN(C(=O)c3ccco3)CC2)C1=O (stereo not given)	11	16	-3	0	10	9	2	2	-17	0	5
CC1CCN(S(=O)(=O)c2ccc(S(=O)(=O)NCc3cccnc3)cc2)CC1	8	-7	-5	1	5	0	-5	19	14	-2	-6
Cc1cc(C)cc(C(=O)Nc2ccc(NC(=O)c3cccs3)cc2)c1	-15	-2	-11	-5	-2	-7	4	-9	1	-12	5
CC1CN(C)C(C)CC1NCc1ccc2c(c1)OCO2 (stereo not given)	1	22	7	5	13	-9	1	-13	-2	8	4
C[C@@H]1CN([C@H](C)CO)C(=O)CCCn2nncc2CO[C@@H]1CN(C)S(=O)(=O)c1ccc2c(c1)OCCCO2	0	19	-4	8	11	-7	3	-7	-2	20	-1
O=C1Nc2cc(Cl)c(Cl)cc2N(O)N1c1ccc(Cl)c(Cl)c1	0	4	-9	-6	1	0	-5	1	21	-4	-7
O=[N+]([O-])c1ccn(-c2nc(-c3cccs3)cc(C(F)(F)F)n2)n1	11	3	-6	-3	-3	-10	-2	-6	6	12	1
CCOCCCN(C(=O)Cn1nnc(-c2ccc(OC)c(OC)c2)n1)C(CC)C(=O)NC1CCCC1 (stereo not given)	-4	-18	-3	-6	-8	-30	9	0	22	0	4
CC1=NN(C(N)=S)C(=O)C1N=Nc1c(Br)cc(Br)cc1Br (stereo not given)	44	-7	-6	-16	-7	-13	-4	-12	-4	2	-1
O=C(NCCCN1CCOCC1)c1cc(C(=O)C2CCCCC2)c[nH]1	6	-27	1	12	20	11	-3	-17	-5	1	0
CCOc1cc(/C=N\NC(=O)c2ccc(NC(=O)C(C)(C)C)cc2)ccc1OC(=O)c1ccc(C)cc1	4	3	7	2	-5	-57	-3	3	4	-1	0
Cc1ccc(C(=O)NC2CCN(S(=O)(=O)c3ccc(C)cc3)CC2)cc1	-15	-1	1	5	4	14	9	-7	-15	-4	-6
O=C(COC(=O)Cc1ccc(Cl)cc1Cl)Nc1ccccc1OC(F)F	11	4	-5	-14	19	-13	-2	-6	13	-6	-5
CCc1nc(N2CCCC2C(=O)O)c2oc3ccccc3c2n1 (stereo not given)	-4	-16	2	-10	12	16	-6	10	12	-1	5
Cc1ccc(N(CC(=O)NCC(O)c2ccccc2)S(=O)(=O)c2ccc(C)cc2)cc1 (stereo not given)	-19	0	2	1	11	19	-1	-13	10	29	-10
Continued:
SMILES	TROY NFkB inh	NCOA2 inhibitor	TLR9-MyD88 block	SRC1 inh	SRC3 inh	TWEAK Fn14 block	ABHD5 PLIN5 PPI	COUP-TFII inh	NR5A2 inv ag	Exocytosis inh	NOD2 RIPK2 PPI
O=Cc1cnc(N2CCOCC2)nc1	-10	9	8	2	6	7	8	4	-1	-3	-7
COCC(=O)Nc1ccc(N2CCCC2)c(S(=O)(=O)Nc2ccccc2OC)c1	4	16	-7	4	-1	1	-6	-6	-3	-1	0
COc1cccc2cc(C(=O)N3CCc4ccccc4C3)c(=O)oc12	-28	-43	-2	-53	-42	-2	1	-13	-61	2	-11
Cc1cc(=O)[nH]c(N/N=C/c2ccccn2)n1	-7	26	-2	10	5	-4	-6	-35	37	6	2
CCCN1C(=O)CSC1=Nc1ccccc1	2	0	3	-23	1	-5	-1	6	5	-12	9
COc1ccc(-n2c(=O)c3ccccc3n(CC(=O)OCc3ccccc3)c2=O)cc1OC	11	-49	4	-5	0	0	2	20	20	-3	-7
Nc1c(-c2cccs2)cnn1-c1nc(-c2ccc(Cl)cc2Cl)cs1	-11	8	5	-3	-29	14	3	-4	-14	-2	-1
CCC(C)NC(=O)CSC1=Nc2ccccc2C2=NC(c3ccccc3)C(=O)N12 (stereo not given)	-2	-25	-4	17	14	6	3	-6	-24	0	0
Cc1ccc(Cn2cccc(NC(=O)NC3CCCCC3)c2=O)cc1	-3	-13	10	0	-6	4	-6	14	3	-3	5
N#CCCn1cc(/C=N/O)c(-c2ccc(-c3ccccc3)cc2)n1	-17	-3	0	2	18	15	9	-5	23	0	-3
O=C(NCC(=O)N(CC1CCCO1)C1(C(=O)NC2CCCC2)CCCCC1)c1ccccc1 (stereo not given)	4	-11	1	2	14	-2	4	-5	3	-1	6
CCC(=O)OCc1c(C(F)(F)F)nn(C)c1Oc1cccc(C(F)(F)F)c1	-2	1	3	9	10	-3	1	-7	-3	0	4
N#Cc1ccc(C(=O)N2CCCCC2c2cc(C(=O)Nc3cccc(C#N)c3)no2)cc1 (stereo not given)	20	22	nt	-2	-22	-17	-1	6	-1	4	5
CS(=O)(=O)Oc1ccc2c(c1)O/C(=C\C=C\c1ccccc1)C2=O	-18	7	0	6	7	0	10	16	3	3	2
CCc1cccc(NS(=O)(=O)c2c(C)[nH]c(=O)[nH]c2=O)c1	-8	-5	-6	-20	-9	8	-10	0	-4	13	-7
O=[N+]([O-])c1ccc2c(c1)c(-c1ccccc1)nc1nncn12	-7	4	-1	-8	6	-1	3	5	13	15	-7
O=C(CC1Oc2ccccc2NC1=O)NCCCN1CCCC1=O (stereo not given)	-10	-38	-4	8	18	-29	0	5	11	-1	8
N#Cc1ccccc1OCC(=O)Nc1ccc2c(c1)OCCCO2	-84	-64	-7	-110	-96	19	-6	-31	-110	12	-10
CC(C)NC(=O)CN1CCN(Cc2nc(C(c3ccccc3)c3ccccc3)no2)CC1	7	6	-6	-23	12	-7	-4	14	11	-4	4
CCOCCCNC(=O)N1CCOCC1	-1	-13	5	-4	1	9	-6	-12	-19	-2	-2
Nc1nc(N2CCN(c3ccc(Cl)cc3)CC2)n[nH]1	9	12	3	2	9	-7	1	-2	-6	2	-3
CN1CCC[C@@H]1CCNC(=O)c1cccc2c1C(=O)c1ccc(N3CCCC3)cc1S2(=O)=O	0	16	1	11	-22	-12	8	-13	-16	3	-10
COc1ccc(Cl)cc1C(=O)Nc1cccnc1	-8	-4	-16	2	-7	-1	-2	-14	12	-8	-5
NC(=O)c1ccc(-n2c(CCC(=O)O)ccc2-c2cccs2)cc1	-5	-20	12	-7	2	5	31*	12	16	-4	-10
CCN(CC)S(=O)(=O)c1cccc(C(=O)OCC(=O)NC(C)c2ccccc2)c1 (stereo not given)	2	-4	-5	-12	-16	-9	1	-4	-5	2	1
Following part:
SMILES	TROY NFkB inh	NCOA2 inhibitor	TLR9-MyD88 block	SRC1 inh	SRC3 inh	TWEAK Fn14 block	ABHD5 PLIN5 PPI	COUP-TFII inh	NR5A2 inv ag	Exocytosis inh	NOD2 RIPK2 PPI
COC(=O)[C@@]12C[C@@H](CC(=O)NCc3cccc(C(F)(F)F)c3)C(=O)N(CCc3ccc(OC)c(OC)c3)C1=CCC(C)(C)C2	nt	2	nt	nt	nt	nt	12	1	13	10	3
CC1Cc2ccccc2N1C(=O)Cn1c(=O)cc(O)c2ccccc21 (stereo not given)	4	3	4	0	0	8	-4	12	-3	-2	-2
CCCCn1c(CNC(=O)CCC)nc2ccccc21	0	-13	1	4	13	-4	-4	-10	-6	-2	8
COc1ccc(C)cc1NC(=O)C(OC(=O)CNC(=O)c1ccc(Br)cc1)c1ccccc1 (stereo not given)	1	8	-9	-7	1	-11	3	-2	-13	-2	-14
O=C(c1cnn2c(-c3ccccc3)cc(-c3ccccc3)nc12)N1CCN(Cc2ccccc2)CC1	37	12	-2	2	7	28	7	14	-3	10	11
CC(C)C(=O)Nc1ccc([N+](=O)[O-])c(C(F)(F)F)c1	4	12	-2	10	5	-13	-1	-12	33	-8	-6
O=C(CCNC(=O)c1ccc([N+](=O)[O-])cc1)Nc1ccc(F)cc1	6	1	-10	-1	9	-8	-15	8	1	-2	0
COc1cc(C(=O)NCCc2ccc(S(=O)(=O)N3CCCC3)cc2)cc(OC)c1OC	18	7	7	4	22	-17	0	12	-15	-13	-2
CCOC(=O)N1CCN(C(=O)Cn2ccc3c(OC)cccc3c2=O)CC1	-1	-4	-6	16	9	11	8	6	10	1	-15
CSc1ncccc1C(=O)OCC(=O)Nc1ccc(Cl)cn1	-1	6	-7	-12	9	15	-11	12	-14	-1	-12
CN1C(=O)[C@H]2[C@@H](c3ccc(C(F)(F)F)cc3)N[C@]3(CCCN(Cc4ccc(F)cc4)C3=O)[C@H]2C1=O	-1	-44	-2	-14	-33	-7	-11	6	29	-1	-17
O=C(CNc1ccc(C(F)(F)F)cc1)Nc1cccc(S(=O)(=O)N2CCCCC2)c1	40	4	-6	6	19	48	-16	14	10	7	3
NC(=O)C1CC12c1ccccc1-c1ccccc12 (stereo not given)	-7	9	-10	3	-13	12	0	23	13	-1	-9
CCOc1ccc2oc(C(=O)N(C)CC(=O)Nc3ccc(OCC)c(OCC)c3)c(C)c2c1	-2	-9	8	-4	-1	-1	7	2	-7	2	-4
Cc1cccc(NC(=O)CCCCCN2C(=O)c3ccccc3C2=O)n1	5	-5	-8	-7	2	26	-3	-6	16	2	-4
CC(C)(C)N/N=C/c1cc(Cl)cc([N+](=O)[O-])c1O	6	18	-2	5	13	13	-2	6	13	-2	2
CCN(CC)C(=O)CS(=O)(=O)CC(=O)Nc1cc(OCCOC)c(Cl)cc1Cl	5	9	8	-25	13	-21	0	6	5	0	-7
O=C(CCNS(=O)(=O)c1ccccc1)NNC(=O)c1csc(N2CCOCC2)n1	0	-13	9	-17	10	-10	-6	-1	-19	-4	-8

Some of the compounds tested. The share of hits here may be higher or lower than overall.
